dFosB activator: mouse delta FosB homodimer activation; P13346; purified delta FosB, TAMRA-CDK5 oligo fluorescence polarization; percent of positive-control signal above neutral wells; activation, % at 25 µM; actives 0.99% (n = 340,000);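 active = mean activation above about 17%, with every replicate also reaching it, limit read from the data, passing the limit was not always enough; inconclusive = only one of the two conditions met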;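 note: fluorescence polarization rise as delta FosB binds a TAMRA Cdk5 AP-1 oligo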
Wnt bcat act: activates Wnt/beta-catenin signaling in a reporter cell assay; actives 1.2% (n = 300,000); activation, % at 9.35 µM; activator, plate reader; AID 743398; in the data active = activation above about 30%, passing the limit was not always enough; inconclusive = no clear call, values can overlap the other calls;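 note: 0% = neutral control wells and 100% = positive control wells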
CDK5 inh: CDK5/p35 (human) kinase inhibition; Q00535+Q15078; Recombinant CDK5/p35, ADP-Glo luminescence, 60 min; inhibition, % at 10 µM; actives 0.01% (n = 330,000); AID 488839;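 active = highest replicate inhibition of at least 50% and at least 75% of replicates reaching 50%; inconclusive = only one of the two criteria met; inactive = both criteria failed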;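 note: plate controls were DMSO neutral control for no effect and GW8510 at 10 µM for full effect; many of its hits are not listed in these tables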
HTR5A inv ctr: counter-screen for OPRM1-OPRD1 inverse agonists: human HTR5A inverse agonism. HTR5A cell line, luminescence. inhibition, % at 9.3 µM. actives 0.083% (n = 340,000). P47898; in the data active = inhibition mostly above about 23%, no sharp cut-off; inactive = mostly below about 18%;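 note: 0% = cells with DMSO and 100% = no-cell wells with DMSO; some compounds called inactive have numbers as strong as hits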
Target sequence (P47898 whole entry, looked up): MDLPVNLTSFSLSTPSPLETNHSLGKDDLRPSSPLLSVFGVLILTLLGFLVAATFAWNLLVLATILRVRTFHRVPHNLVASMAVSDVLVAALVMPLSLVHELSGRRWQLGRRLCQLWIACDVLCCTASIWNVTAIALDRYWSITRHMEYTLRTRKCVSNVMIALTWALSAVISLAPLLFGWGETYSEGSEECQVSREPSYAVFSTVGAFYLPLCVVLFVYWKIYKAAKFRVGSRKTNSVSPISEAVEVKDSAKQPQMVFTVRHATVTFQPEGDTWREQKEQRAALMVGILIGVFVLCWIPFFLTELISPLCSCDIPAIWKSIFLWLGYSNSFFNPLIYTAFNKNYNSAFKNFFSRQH
SR-BI DiI inh: inhibitors of mouse SR-BI mediated HDL lipid uptake. Q61009. ldlA[mSR-BI] CHO cells, DiI-HDL uptake fluorescence, 3 h. inhibition, % at 12.5 µM. actives 0.96% (n = 320,000). AID 488896;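 active = mean replicate inhibition of at least 70% and a set share of replicates each scoring 70 or more; inconclusive = meets just one of the two criteria; inactive = fails both criteria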;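 note: 0% = median of neutral control wells and 100% = median of positive control wells; values of inactives mirror those of a sister screen read the other way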
Target sequence (Q61009 whole entry, looked up): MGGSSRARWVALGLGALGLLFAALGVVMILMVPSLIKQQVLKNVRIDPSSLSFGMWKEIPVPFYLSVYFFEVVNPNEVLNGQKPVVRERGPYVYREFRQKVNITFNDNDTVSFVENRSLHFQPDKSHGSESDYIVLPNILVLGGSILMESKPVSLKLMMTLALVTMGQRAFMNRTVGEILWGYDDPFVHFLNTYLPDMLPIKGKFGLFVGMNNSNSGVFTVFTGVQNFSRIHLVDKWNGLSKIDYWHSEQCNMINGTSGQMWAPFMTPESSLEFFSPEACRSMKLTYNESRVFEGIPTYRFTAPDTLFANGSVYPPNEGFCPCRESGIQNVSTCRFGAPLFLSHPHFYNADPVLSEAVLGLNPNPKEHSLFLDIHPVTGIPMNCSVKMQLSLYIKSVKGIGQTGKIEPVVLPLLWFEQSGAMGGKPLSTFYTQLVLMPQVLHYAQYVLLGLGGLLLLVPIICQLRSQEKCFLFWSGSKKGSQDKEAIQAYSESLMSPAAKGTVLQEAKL
MITF TRPM1 HTS: MITF TRPM1 promoter activation in melanoma cells | SK-MEL-5 TRPM1-promoter luciferase, 24 h; % of positive control, neutral wells = 0 | activation, % at 12.5 µM | actives 0.75% (n = 300,000) | AID 588334;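 active = mean activation of at least 80% with every replicate also reaching 80%; inconclusive = mean reaches 80% but some replicate falls short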;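 note: 0% = neutral control wells and 100% = parthenolide positive control wells; values of inactives mirror those of a sister screen read the other way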
PvdQ inh: blocks Pseudomonas aeruginosa PvdQ acylase activity. purified PvdQ acylase, fluorescence plate reader. inhibition, % at 10 µM. actives 0.063% (n = 340,000); in the data active = inhibition above about 30%, passing the limit was not always enough; inconclusive = no clear call, values can overlap the other calls;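 note: 0% = vehicle neutral wells and 100% = reference inhibitor wells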
V-ATPase pHluor: alters yeast V-ATPase proton transport; S. cerevisiae, pHLuorin cytosolic pH fluorescence; response, % at 10 µM; actives 0.37% (n = 350,000); in the data active = response mostly above about 7.3%, no sharp cut-off; inactive = mostly below about 5.4%; note: actives read high; inactives centre near 0; some compounds called inactive have numbers as strong as hits; reference of the scale not given here
NSD2 inh: blocks human histone methyltransferase NSD2; NSD2 peptide methylation, AlphaScreen, 120 min; O96028; inhibition, % at 12.5 µM; actives 0.54% (n = 310,000); in the data active = inhibition above about 50%
HTR5A ag: counter-screen for OPRM1-OPRD1 agonists: human HTR5A agonism | P47898 | HTR5A agonist assay, luminescence, cell-based | activation, % at 9.3 µM | actives 0.61% (n = 340,000) | AID 504692; in the data active = activation mostly above about 9.5%, no sharp cut-off; inactive = mostly below about 7.6%;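 note: 0% = cells with vehicle only and 100% = reference agonist; strong numbers were not always called active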
An asterisk follows results filed as active; ? = inconclusive; nt = no result given.

molecule	dFosB activator	Wnt bcat act	CDK5 inh	HTR5A inv ctr	SR-BI DiI inh	MITF TRPM1 HTS	PvdQ inh	V-ATPase pHluor	NSD2 inh	HTR5A ag
O=C1Nc2ccc3c(c2C1=Cc1cc2c(cc1Br)OCO2)OCO3	-4	-7	-1.2	-24	-9	-57	-1	-2	1	6
COc1cccc(N/C(SCc2ccccc2F)=C(/C#N)C(=O)NCc2cccs2)c1	-4	nt	0.1	-5	3	1	14	-3	-3	-1
CCCCc1ccc(NC(=O)N[C@@H](C)C(=O)O)cc1	-12	4	1.9	-3	nt	5	-5	-1	4	3
CCOC(=O)n1c(=O)n(Cc2ccccc2Cl)c2ccccc21	-4	nt	-0.5	17	3	nt	-4	4	0	-1
O=C(O)c1cccc(CN2C(=O)CSC2=O)c1	0	nt	0.1	-8	-13	4	7	3	1	-1
c1coc(CNc2nc(N3CCCCC3)nc3ccccc23)c1	-8	nt	0.2	5	14	4	4	5	-2	-2
CCOC(=O)CSc1nnc(CNc2ccc(F)cc2)o1	-5	-5	-0.7	13	0	-3	-3	-3	-2	2
C=CCn1c(SCC(=O)Nc2ccc3c(c2)OCCO3)nnc1-c1ccccn1	3	24	0.9	23	-8	nt	19	2	13	2
CCC1(c2ccccc2)NC(=O)N(CC(=O)NCc2ccc(F)cc2)C1=O (stereo not given)	-4	-4	-0.2	4	nt	-3	-6	-2	-1	-1
CCN1CCN(C(c2cccc(OC)c2)c2sc3nc(C)nn3c2O)CC1 (stereo not given)	6	nt	1.1	-3	-58	1	4	3	1	1
O=S(=O)(Nc1nc2c(s1)CCCC2)c1ccc(Br)cc1	-11	nt	-0.3	-7	13	0	-1	-5	1	3
Nc1c(C(=O)O)cnc2c(-c3ccc(Cl)cc3)cnn12	3	10	2.5	2	-7	-3	-6	-6	-11	-1
COc1ccccc1-c1nc2cc3ccccc3cc2nc1-c1ccccc1	-2	nt	-0.3	-3	19	-26	-7	-2	-2	1
CC(C)Sc1nc2c(c(=O)[nH]c(=O)n2C)n1CC(O)COc1ccccc1 (stereo not given)	-20	-1	1.7	3	-15	-2	-7	2	3	-4
CCOC(=O)N1CCN(C(=O)CNC(=O)c2ccc(Br)o2)CC1	-2	1	-2.7	20	5	nt	-11	-5	0	4
COc1ccccc1-n1nnnc1SCC(=O)Nc1ccc(C)c(N)c1	-6	0	1.4	13	12	9	-5	1	-1	-4
CC(C)c1nc2c(s1)CCc1onc(-c3cccc([N+](=O)[O-])c3)c1-2	-5	4	-0.9	6	31	3	-10	1	nt	3
CC(=O)N1CCOc2ccc(S(=O)(=O)N3CCC(C(=O)Nc4cc(C)ccc4C)CC3)cc21	-9	0	0.7	-1	4	-15	-7	1	-2	2
CNc1oc(-c2ccco2)nc1C#N	-12	nt	1.3	2	-26	8	-12	-1	0	3
O=C(Nc1nncs1)C1CC(=O)N(CCc2ccc(F)cc2)C1 (stereo not given)	-6	0	0.1	1	1	-5	-16	-2	2	4
CCOc1ccccc1NC(=O)NC(=O)N(C)S(=O)(=O)c1ccc(C)cc1	-8	1	0.9	6	26	-16	-14	-1	-2	-1
Cc1nc(CS(=O)(=O)c2ccc(Cl)cc2)cc(Sc2ccc(Cl)cc2)n1	-6	nt	-1.0	12	26	-5	-8	6	0	-5
O=C(Nc1cccc2ccccc12)N1CC=CCC1	-7	nt	-1.0	-8	-11	-8	-8	2	8	-5
N#Cc1c(C(F)(F)F)cc(-c2ccccc2)nc1SCc1nc(N)nc(N2CCOCC2)n1	3	-1	-0.4	9	-24	-9	10	-7	0	3
NC(=O)CN1CCN(Cc2ccc3c(c2)OCO3)CC1	5	-1	0.8	13	0	nt	0	-1	-4	-3
O=C(c1cc(-c2cccs2)on1)N1CCN(C(c2ccccc2)c2ccccc2)CC1	-2	-3	1.7	-21	-43	-69	-10	-1	nt	8
COc1ccc(-n2c(Cn3c(=O)sc4ccccc43)nnc2SCC(N)=O)cc1	-2	4	-0.9	8	-14	-6	-3	0	nt	-3
CC1(C)C(C=C(Cl)Cl)C1C(=O)N1CCN(Cc2ccccc2)CC1 (stereo not given)	-6	-5	1.2	15	20	-1	5	-2	-1	-2
CC(C)(C)c1cc(NC(=O)NN2CCOCC2)nn1-c1c(Cl)cc(Cl)cc1Cl	-16	1	0.0	1	26	-5	-3	0	-1	2
COc1cccc(CN2CCN(Cc3ccc4c(NC(C)=O)cccc4n3)CC2CCO)c1 (stereo not given)	-8	1	-1.4	-34	1	19	-8	-1	46	4
CSc1nc(C)c(Oc2ccccc2)c(=O)n1C	1	-1	-0.5	-8	-18	-7	-9	4	-3	-2
COc1cccc2c1C(=O)c1c(O)c3c(c(O)c1C2=O)CC(O)(C(C)=NNC(=O)c1ccc(Cl)c(Cl)c1)CC3OC1CC(N)C(O)C(C)O1 (stereo not given)	-409	-24	2.6	9	33	nt	-15	-6	16	-2
COc1ccc(C(=O)NC(=S)Nc2cccnc2)cc1Cl	-3	1	-0.4	5	10	20	3	nt	-8	8
CSCC[C@H](NC(=O)C1CCC(CNC(=O)[C@@H]2CCCN2C(=O)OC(C)(C)C)CC1)C(=O)O (stereo not given in full)	-1	-2	2.5	-2	-1	10	8	-1	-2	0
COc1ccc(-c2nnc3n(CCc4ccccc4)c(=O)c4ccccc4n23)cc1OC	0	nt	0.7	14	0	23	-6	-2	-3	0
Cc1ccc(NC(=O)c2cccc3c2C(=O)N(C2CCCCC2)C3)c(Cl)c1	-12	nt	2.2	-11	-14	4	-16	-3	-2	-2
COc1cccc(NC(=O)CN(C)C(=O)CC2CCCC2)c1	1	-1	-0.1	21	-9	8	-9	10	0	0
CCOC(=O)c1c(C)n(C)c2ccc(OCC(O)CN3CCCCCC3)cc12 (stereo not given)	-1	0	-1.5	-43	nt	-6	-11	2	nt	15
COc1ccccc1NC(=O)Cn1cnc2c1c(=O)n(C)c(=O)n2C	-2	nt	0.2	nt	-2	-13	-12	0	-6	nt
N#C/C(=C\c1ccc(OC(=O)c2ccccn2)cc1)C(N)=O	-2	0	3.7	-6	22	-2	-5	1	-1	2
COc1ccccc1N1CCN(C(=O)c2oc3c(c2C)C(=O)CC(C)(C)C3)CC1	-4	0	4.5	8	33	-3	-3	8	-1	-2
CCOc1ccc(S(=O)(=O)NCC(c2ccc3c(c2)OCO3)N2CCN(C)CC2)cc1 (stereo not given)	-15	3	0.2	16	-18	5	0	5	3	-1
CC(=O)c1cccc(NC(=O)C2CC(=O)N(Cc3ccccc3)C2)c1 (stereo not given)	-7	nt	0.1	-3	2	-4	1	2	-1	6
O=C(NCCc1ccccc1F)c1ccc2c(c1)OCCO2	-4	-13	1.1	19	6	-85	-13	-1	nt	-8
NC(=O)N/N=C/c1coc2ccc(O)cc2c1=O	-4	-2	-1.0	8	nt	-7	-3	1	-3	2
CCN1CCc2c(OCc3ccccc3)cccc2C1=O	-9	0	-1.4	-5	80*	-8	-4	-3	-1	2
Cc1ccc(NC(=S)N2CCN(c3ccccn3)CC2)cc1C	-2	0	1.3	7	5	-10	-15	2	0	-2
COc1cccc(CN(C)C(=O)CSCC(=O)Nc2cccc(C)c2)c1OC	-2	-2	0.0	19	-9	2	-4	1	8	-1
Cn1cc(C(=O)c2cccc(Cl)c2)cc1/C=N\O	4	3	1.8	2	22	38	-13	1	-1	-1
Cc1nc(N(C)C)ncc1C(=O)O	0	nt	-0.7	7	0	-3	-15	-1	0	-3
COc1ccccc1NC(=O)c1ccc2c(c1)CCN2S(C)(=O)=O	3	0	0.1	1	60	nt	-21	2	4	0
COc1ccccc1-c1nnc(SCC(=O)NCc2ccco2)n1N	1	-2	0.9	5	-21	4	8	-1	-1	-2
Cc1noc(C)c1COC(=O)CN(C)S(=O)(=O)c1ccc(Cl)cc1	-4	nt	1.3	-3	-12	nt	-6	3	-1	2
O=C(COC(=O)c1cccnc1Cl)NCc1ccco1	-5	0	0.5	4	-21	7	-9	0	-3	-1
Cc1ccc(S(=O)(=O)NC(=O)Nc2ccc(OC(F)F)cc2)cc1	-7	?	0.5	nt	-4	nt	-10	2	-2	nt
COC(=O)c1nnn(CC(=O)Nc2cccc(Cl)c2C)c1C(=O)OC	3	-4	-0.2	16	-6	4	-2	2	0	2

New compounds follow:
molecule	dFosB activator	Wnt bcat act	CDK5 inh	HTR5A inv ctr	SR-BI DiI inh	MITF TRPM1 HTS	PvdQ inh	V-ATPase pHluor	NSD2 inh	HTR5A ag
O=C(Nc1ccc(Cl)c(Cl)c1)Nc1ccccc1C(=O)O	6	-1	-1.5	-3	-8	9	-16	2	0	1
N#CCC(=O)N/N=C/c1ccc(OC2CSC2)cc1	-6	-2	0.1	-12	-15	7	9	-2	0	-2
CCOc1ccc(OCC)c(NC(=O)CSc2nc3ccccc3c(=O)n2C)c1	-11	nt	-3.4	-10	23	-12	-16	5	-4	8
COc1ccc(OCc2nc(N)nc(Nc3ccccc3OC)n2)cc1	-1	3	-1.1	-18	-2	nt	8	-2	-6	-1
Nc1nnc(-c2ccc(Cl)cc2)s1	-3	5	-1.2	-23	-24	32	-11	1	nt	5
CCC(C)NC(=O)c1cn(C)c(=O)c2cc(OC)c(OC)cc12 (stereo not given)	7	-4	-0.1	-17	-26	nt	0	-3	-1	7
O=C1CCN(S(=O)(=O)c2ccccc2)N1	2	3	-3.3	-11	3	5	2	-1	0	-4
O=C(O)Cn1c(=O)c(F)cn(C2CCCO2)c1=O (stereo not given)	-3	0	-0.2	-16	nt	0	-8	1	-1	3
Cc1nc(-c2ccccc2Cl)sc1C(=O)/C=C/N(C)C	1	7	-3.8	-9	5	57	-10	-2	13	5
Cc1ccc2nc(-c3cccc(-c4cccc(Cl)c4)c3)c(NCc3ccccc3)n2c1	4	0	-1.6	14	?	6	-2	2	nt	-6
COc1ccc(C2=NCC(CSc3nnnn3C)S2)cc1 (stereo not given)	-4	-6	0.5	-8	11	nt	1	-2	-4	5
O=C(O)CNC(=O)c1ccc(NC(=O)/C(=C/c2ccccc2)NC(=O)c2ccco2)cc1	-4	0	-0.8	8	-13	2	7	-1	0	-3
CCC(=O)Nc1ccc(C(=O)CSc2nc(N)cc(N)n2)cc1	-2	2	-0.5	2	9	-5	-4	-2	16	-1
CCCCN1C(=O)C(NC(C)=O)c2cc(Br)ccc21 (stereo not given)	-7	nt	-0.3	3	-22	-7	4	-2	nt	1
O=C(O)c1ncsc1-c1ccccc1	1	1	0.1	-2	nt	1	-10	3	-2	1
CC1(c2nnc(-c3ccncc3)o2)CC(c2cccc(Cl)c2)=NO1 (stereo not given)	2	0	-1.3	-10	1	7	-11	4	nt	0
Cc1ccc(OCC(=O)Oc2c(C)cccc2C)cc1	-7	0	1.6	-9	29	nt	-4	-1	-9	3
CC(=O)Nc1ccc(NC(=O)[C@@H](NC(=O)c2cccc(C)c2)C(C)C)cc1	-1	0	7.5	4	-1	-12	4	-1	10	1

Source: PubChem (several laboratories)
